# Efflux pump mplx: inhibitors of Candida efflux pumps in yeast, primary screen, S. cerevisiae, Nile Red, multiplex | S. cerevisiae Candida pump triplex | hit rate 0.44% among 330,000 | inhibition, % at 10 µM;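 active = plate passing quality check with inhibition over a set limit, or well fluorescence over plate mean plus 4 SD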;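 also: Nile Red retained in pooled yeast measured as flow cytometry median fluorescence; 0% = buffer negative control and 100% = Enniatin B positive control; higher means more Nile Red kept so more efflux inhibition; some compounds called inactive have numbers as strong as hits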
# Bcl-xL primary: inhibitors of human Bcl-xL, primary screen, biochemical, fluorescence polarization, HTS | GST-Bcl-xL / FITC-Bim BH3 peptide fluorescence polarization | AID 2129, 2009 | inhibition, % at 10.9 µM | Bcl-2-like protein 1 (Homo sapiens), Q07817 | hit rate 0.7% among 320,000;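 active = inhibition above the mean of all tested compounds plus 3 SD, cutoff set per campaign, cut at about 30% in these data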;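 also: 0% = DMSO wells and 100% = unlabeled Bim-BH3 peptide competitor; inhibitors lower millipolarization by displacing the labeled peptide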
# MCL1-BIM inh: inhibitors of MCL1 binding to BIM-BH3, primary screen, biochemical, fluorescence polarization | Induced myeloid leukemia cell differentiation protein Mcl-1 (Homo sapiens), Q07820 | GST-MCL1 / FITC-Bim-BH3 fluorescence polarization | inhibition, % at 10.9 µM | hit rate 0.68% among 320,000 | AID 2057, 2009;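 active = inhibition above the mean inhibition of all tested compounds plus 3 SD, set per campaign, cut at about 40% in these data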;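 also: 0% = DMSO wells and 100% = unlabeled Bim-BH3 peptide control; higher means more loss of mP so more displacement of Bim peptide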
# PME-1 inh: PME-1 inhibitors via competitive probe labeling, primary screen, biochemical, fluorescence polarization, FP-Rh probe, HTS. Protein phosphatase methylesterase 1 (Homo sapiens), Q9Y570. recombinant PME-1. inhibition, % at 5.9 µM. hit rate 0.53% among 320,000. AID 2130, 2009;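 active = inhibition above the campaign mean of all compounds plus 3 SD, cut at about 26% in these data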;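 also: competitive labeling of PME-1 active site by serine hydrolase directed probe; 0% = PME-1 with DMSO and 100% = wells lacking PME-1 enzyme; inhibitors block probe labeling so polarization falls and inhibition rises; many of its hits are not listed in these tables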
# Target sequence (Q9Y570 whole entry, looked up): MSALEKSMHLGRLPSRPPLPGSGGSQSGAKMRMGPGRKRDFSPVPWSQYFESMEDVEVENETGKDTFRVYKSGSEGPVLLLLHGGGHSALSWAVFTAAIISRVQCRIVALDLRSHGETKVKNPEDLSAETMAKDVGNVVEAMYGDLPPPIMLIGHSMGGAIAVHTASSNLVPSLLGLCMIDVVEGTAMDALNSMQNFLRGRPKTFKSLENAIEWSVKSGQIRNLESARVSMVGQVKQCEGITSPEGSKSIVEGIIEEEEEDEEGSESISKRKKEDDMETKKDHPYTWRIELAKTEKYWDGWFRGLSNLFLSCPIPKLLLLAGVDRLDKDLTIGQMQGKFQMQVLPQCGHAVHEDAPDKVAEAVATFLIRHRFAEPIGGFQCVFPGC
# VLA-4 inh: inhibition in human VLA-4 binding assay, primary screen, VLA-4 allosteric modulator project, MLPCN library, flow cytometry, VLA-4 expressing cells | AID 2557, 2010 | ligand binding flow cytometry | inhibition, % (about 7 µM as worked out from the volumes in the protocol) | Integrin alpha-4 (Homo sapiens), P13612 | hit rate 0.2% among 330,000; in the data active = inhibition above about 50%
# MEX-5 binding: MEX-5 zinc finger RNA-binding disruptors – biochemical, C. elegans, fluorescence polarization, MLPCN library, primary screen. Zinc finger protein mex-5 (Caenorhabditis elegans), Q9XUB2. MEX-5/FITC-TCR2 RNA binding; stronger effect = lower value. activity score (negative = inhibition of binding), % at 10 µM. hit rate 0.38% among 300,000. AID 1832, 2009;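 active = inhibition past about -25% in most replicates, and total fluorescence under double the plate's negative control median, limit read from the data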;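 also: 0% = DMSO and -100% = 5 µM competing unlabeled TCR2 RNA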
# GLD-1 TGE inh: GLD-1/TGE RNA complex disruptors, primary screen, biochemical, fluorescence polarization. Female germline-specific tumor suppressor gld-1 (Caenorhabditis elegans), Q17339. purified GLD-1 + fluorescein TGE RNA. inhibition, % at 5.96 µM. hit rate 0.44% among 320,000. AID 2280, 2010;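 active = percent inhibition above a per-plate cutoff, the plate mean of test compounds plus 3 SD, cut at about 30% in these data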;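 also: 0% = DMSO wells with GLD-1 and probe and 100% = wells lacking GLD-1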
# Fam108B inh: mouse Fam108B serine hydrolase inhibitors, primary screen, counter-screen for RBBP9 inhibitor project, biochemical, fluorescence polarization | AID 1947, 2009 | inhibition, % at 9.51 µM | recombinant Fam108B, FP-Rh probe fluorescence polarization | hit rate 0.33% among 300,000;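 active = inhibition above the screen mean inhibition plus 3 SD, computed separately per campaign, cut at about 18% in these data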;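 also: inhibitors lower polarization as less probe binds the enzyme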
# GRK2 inh: compounds blocking aptamer binding on GRK2 – biochemical, human GRK2, bead flow cytometry, HTS, primary screen; Beta-adrenergic receptor kinase 1 (Homo sapiens), P25098; hit rate 0.59% among 330,000; FAM-aptamer displacement from GRK2; AID 488847, 2010; inhibition of aptamer binding, % at 10 µM;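 active = inhibition of aptamer binding above 40%, roughly 3 SD of noise, on plates passing a quality check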;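 also: median bead fluorescence of bound FAM aptamer so fluorescent compounds give negative values; no value below 0 was filed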
# Target sequence (P25098 whole entry, looked up): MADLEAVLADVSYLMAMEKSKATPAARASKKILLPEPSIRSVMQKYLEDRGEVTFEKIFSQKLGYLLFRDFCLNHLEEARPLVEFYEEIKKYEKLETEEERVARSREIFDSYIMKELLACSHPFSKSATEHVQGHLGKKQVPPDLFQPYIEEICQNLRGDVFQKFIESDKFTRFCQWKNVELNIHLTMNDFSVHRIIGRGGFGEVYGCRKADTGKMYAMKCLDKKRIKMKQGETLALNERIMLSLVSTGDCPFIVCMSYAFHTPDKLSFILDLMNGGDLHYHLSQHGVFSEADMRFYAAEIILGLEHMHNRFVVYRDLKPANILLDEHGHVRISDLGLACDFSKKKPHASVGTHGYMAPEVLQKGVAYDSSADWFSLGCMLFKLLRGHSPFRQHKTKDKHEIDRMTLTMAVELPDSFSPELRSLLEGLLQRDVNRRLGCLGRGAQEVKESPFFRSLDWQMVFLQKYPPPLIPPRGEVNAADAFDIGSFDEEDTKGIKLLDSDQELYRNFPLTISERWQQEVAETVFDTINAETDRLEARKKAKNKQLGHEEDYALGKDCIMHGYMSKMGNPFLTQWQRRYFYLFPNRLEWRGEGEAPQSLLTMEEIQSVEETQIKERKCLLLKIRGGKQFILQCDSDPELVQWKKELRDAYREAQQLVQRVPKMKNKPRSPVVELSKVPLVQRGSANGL
# Starred values were filed as active, the others as inactive; x = not tested or not shown. This is a subset (hit frequency here may not be typical).
SMILES,Efflux pump mplx,Bcl-xL primary,MCL1-BIM inh,PME-1 inh,VLA-4 inh,MEX-5 binding,GLD-1 TGE inh,Fam108B inh,GRK2 inh
O=C(Nc1ccccn1)C1CCN(S(=O)(=O)c2ccc3c(c2)OCCCO3)CC1,0.2,-3,-6,4,29,-2.6,-4,0,4
Cc1ccc([C@@H]2CC=C(C(=O)O)[C@H](c3ccc(Cl)cc3)N2S(=O)(=O)c2ccc(C)cc2)cc1,-0.1,8,5,3,22,x,-2,-3,0
Cc1ccc(-c2nnc3sc(CCc4ccccc4)nn23)cc1,-0.1,9,3,-5,10,-1.5,1,0,0
O=C1S/C(=C\c2ccc(O)c([N+](=O)[O-])c2)C(=O)N1c1ccccc1Cl,0.2,4,-7,10,-1,-4.0,1,11,4
CCc1ccc(NC(=O)CSc2ccc(-c3sc(C)nc3C)nn2)cc1,-0.1,2,5,0,11,-3.5,5,-3,0
Cc1cc(C2=NNC(=NC3CC3)SC2)c(C)n1Cc1ccco1,0.1,7,3,0,1,x,3,4,0
O=C(Cc1ccccc1)NCC(=O)OCC(=O)c1ccc([N+](=O)[O-])cc1,-0.1,3,13,-3,10,1.3,0,-3,0
C/C=C(\C)CN1CCC(n2nccc2NC(=O)CCOc2ccccc2)CC1,0.3,-3,3,2,11,1.8,1,-7,0
Cc1ccc(S(=O)(=O)c2ccc(Cl)cc2)cc1S(=O)(=O)N(C)CC(=O)O,15*,1,-1,-3,48,0.4,4,4,1
C=C1N(c2ccccc2)C(=O)OC1(C)C,0.1,2,3,2,17,1.2,1,3,0
Cc1ccc(C(=O)N(Cc2nc(-c3ccc(C)cc3)no2)C(C)C)cc1,0.1,-7,-5,0,12,1.2,3,1,1
CCS(=O)(=O)N1CCC(c2nc(-c3ccc(C)cc3)no2)CC1,-0.1,4,-2,1,-3,-1.7,-4,-1,0
Cc1noc(C)c1C(=O)OCC(=O)NC1CC1,0.0,-3,-11,3,4,1.7,6,-2,4
CCC1=[N+](C)c2cccc3cccc(c23)N1C,0.0,-8,-15,0,-5,0.5,5,3,2
O=C(c1ccc2oc(CCCc3ccccc3)nc2c1)N1CCCC(CCCO)C1 (stereo unspecified),-0.3,3,6,42*,-1,-0.3,1,1,4
Cc1ccc(-c2cc(C(=O)NCCN3CCOCC3)no2)cc1,0.1,2,5,3,-2,-2.9,1,10,2
Cn1c(=O)c2c(ncn2CC(=O)OCC(=O)NNC(=O)c2ccc(Cl)cc2)n(C)c1=O,-0.1,-11,-17,-1,-2,x,-1,x,0
COCCn1c(=O)[nH]c2cc(C(=O)N3CCN(c4ccc(OC)cc4)CC3)ccc2c1=O,-0.2,4,-5,-8,-4,-2.0,4,1,0
O=C(Cc1ccccc1)NCC(=O)N1CCN(c2ccccc2F)CC1,0.1,0,-2,0,-12,1.2,-6,-2,0
COc1ccc(OC)c(S(=O)(=O)Nc2cc3c4c(c2)CC(=O)N4CCC3)c1,0.0,2,-2,3,1,3.4,4,-5,1
Cc1cc(C(F)F)n2ncc(C(=O)NCCc3ccccc3Cl)c2n1,0.1,-3,1,-2,4,1.6,6,1,0
CC(C)(C#CCN1CCCCC1)OCCOC(c1ccccc1)c1ccccc1,0.0,4,0,2,2,-1.5,2,-3,0
CN(CC(=O)Nc1ccc2c(c1)OCCO2)S(=O)(=O)c1ccc(F)cc1,-0.2,3,-2,-4,13,-1.2,-8,0,0
CCOc1cc(C2CC(=O)N3CN(C4CCCCC4)CSC3=C2C#N)ccc1O (stereo unspecified),-0.1,4,5,-4,9,-2.5,-2,7,1
COc1ccc(CNC(=O)CCCNS(=O)(=O)c2cccc3nonc23)cc1,-0.1,4,5,1,8,x,-3,0,1
CCOC(=O)Cc1csc(NS(=O)(=O)c2ccc3c4c(cccc24)C(=O)N3CC)n1,0.1,8,6,9,40,-2.8,0,-1,2
CC1(C)CC(NC(=O)c2c(N)no[n+]2[O-])CC(C)(C)N1,-0.2,6,2,-3,2,-4.7,-4,1,1
O=C(N1CCN(c2ccccc2F)CC1)C1(S(=O)(=O)c2ccc(Cl)cc2)CC1,0.1,1,4,-2,-4,-0.7,-1,0,17
Nc1nnnn1/N=C/C(Br)=C/c1ccccc1,-0.1,4,-2,4,28,0.6,9,-3,3
O=S(=O)(Cc1noc(-c2ccc(OC(F)(F)F)cc2)n1)c1ccc(F)cc1,-0.2,3,10,-1,3,2.0,3,3,1
CCOC(=O)c1[nH]c(C)c(C(=O)Nc2ccc(C)cc2C)c1C,0.4,2,4,0,-12,-0.8,7,-1,1
CCOC(=O)c1c(C)[nH]c(C(=O)OCC(=O)N(C)c2c(N)n(Cc3ccccc3)c(=O)[nH]c2=O)c1C,-0.1,-9,-31,0,8,x,-14,x,0
COc1ccc(NC(=O)c2cc3sccc3n2Cc2ccc(F)cc2)cc1OC,0.0,-1,11,8,-8,1.8,4,4,0
CC/C=C/C(=O)N1CC2(CC(c3cccc(NC(=O)CC)c3)=NO2)C[C@H]1C(N)=O (stereo partly specified),-0.1,4,6,-2,-3,1.2,-1,1,1
CCC1=C(OC(=O)N(CC)CC)N2C(=O)OC(=NCCc3c[nH]c4ccccc34)[C@]2(Cc2ccccc2)[C@H]2C1=CC[C@H]1C(=O)N(c3ccccc3)C(=O)[C@H]12,0.1,5,2,-10,-2,0.8,2,-4,0
CCOc1ccc(C(=O)N2CCCC2)cc1OC,0.0,6,6,-3,10,2.9,5,-1,0
CC1CCc2nc(NC(=O)c3ccco3)sc2C1 (stereo unspecified),0.2,2,3,-4,0,-0.2,0,-1,0
Cc1cc(C)cc(-n2ccnc2SCC(=O)Nc2nccs2)c1,0.1,7,4,-2,13,0.8,8,0,2
O=C1Cc2ccccc2C(=O)N1OCc1ccc(Cl)cc1,0.0,-4,-3,-5,8,0.7,2,-2,0
O=C(c1ccccc1)N1CCN(C(=O)c2ccc3c(c2)OCCO3)CC1,0.2,-8,-12,-1,5,-1.9,-5,4,1

# An excerpt from above in order of their number in GRK2 inh, smallest number first:
Structure	Efflux pump mplx	Bcl-xL primary	MCL1-BIM inh	PME-1 inh	VLA-4 inh	MEX-5 binding	GLD-1 TGE inh	GRK2 inh
CCC1=C(OC(=O)N(CC)CC)N2C(=O)OC(=NCCc3c[nH]c4ccccc34)[C@]2(Cc2ccccc2)[C@H]2C1=CC[C@H]1C(=O)N(c3ccccc3)C(=O)[C@H]12	0.1	5	2	-10	-2	0.8	2	0
CC/C=C/C(=O)N1CC2(CC(c3cccc(NC(=O)CC)c3)=NO2)C[C@H]1C(N)=O (stereo partly specified)	-0.1	4	6	-2	-3	1.2	-1	1
Cc1cc(C)cc(-n2ccnc2SCC(=O)Nc2nccs2)c1	0.1	7	4	-2	13	0.8	8	2

# (listing goes on)
SMILES,Efflux pump mplx,Bcl-xL primary,MCL1-BIM inh,PME-1 inh,VLA-4 inh,MEX-5 binding,GLD-1 TGE inh,Fam108B inh,GRK2 inh
CC(NC(=O)C12CC3(C)CC(C)(CC(C)(C3)C1)C2)C(=O)O (stereo unspecified),-0.1,-3,3,-4,0,-0.9,3,5,23
Cc1ccc(OCC(=O)N(Cc2ccc(C)o2)C2CCS(=O)(=O)C2)cc1 (stereo unspecified),-0.2,3,2,5,4,0.3,3,-6,0
NC(=NCCc1c[nH]c2ccccc12)NS(=O)(=O)c1cc(F)ccc1F,-0.1,-1,-4,-3,4,0.5,0,4,0
CCc1ccccc1N1CSC2=C(C#N)C(c3cc(OC)c(OC)cc3OC)CC(=O)N2C1 (stereo unspecified),0.3,-9,-17,-2,-3,-3.6,-14,3,1
CCC(C)(C)NC(=O)C(c1ccccc1Cl)N(C(=O)CCC(=O)Nc1cc(C)on1)C1CC1 (stereo unspecified),-0.1,-1,3,-1,0,0.9,2,-3,1
CCOC(=O)C1=C2SCC(=O)N2C(N)=C(C#N)C1,-0.2,8,3,-7,-1,-1.1,6,1,1
COc1cc(CC(=O)OC2CCOC2=O)cc(OC)c1OC (stereo unspecified),0.0,0,2,-1,0,-0.9,9,2,0
O=C(Cc1ccc(F)cc1)OCn1nnc2ccccc2c1=O,0.0,5,3,-2,-5,1.1,2,-1,1
COc1cccc(/C=N/n2c(N)c(S(=O)(=O)c3cccs3)c3nc4ccccc4nc32)c1OC,-0.2,7,3,-7,4,2.3,4,-10,2
COc1ccccc1NC(=O)c1cccc(NC(=O)c2ccco2)c1,-0.1,0,-1,-4,7,-3.1,6,2,0
COC(=O)C1=C(C)N(CCCCCC(=O)O)C(=O)NC1c1ccccc1 (stereo unspecified),0.0,3,5,-1,16,0.1,5,2,0
O=S(=O)(c1ccc(F)cc1)N1CCN(Cc2cc3c(cc2Br)OCCO3)CC1,0.1,-11,-9,-2,0,x,7,x,0
CN(C)CCCOc1nn(Cc2ccccc2)c2ccccc12,-0.2,-1,-1,5,-10,-1.6,-1,11,0
CN(CC(=O)Nc1ccccc1Br)C(=O)c1cc(Cl)nc2ccccc12,-0.1,2,4,6,-8,x,-4,x,1
O=C1CC(N2CCN(c3ccc(S(=O)(=O)N4CCOCC4)cc3)CC2)C(=O)N1Cc1ccccc1 (stereo unspecified),0.0,-1,-1,0,-4,-1.1,11,4,1
CCOc1ccc(S(=O)(=O)N(C)c2ccc(OCC(=O)N3c4ccc(C)cc4C4CN(C)CCC43)cc2)cc1 (stereo unspecified),0.0,5,-2,7,12,-7.8,0,-4,0
O=c1cc(N2CCc3ccccc3C2)[nH]c(=O)n1-c1ccc(Cl)cc1,-0.1,1,4,-4,26,-0.3,2,3,0
COC(=O)c1c(C)[nH]c(C(=O)C(C)OC(=O)c2cnc(C)cn2)c1C (stereo unspecified),0.1,2,-3,1,2,x,-3,x,0
COc1ccc(C)cc1NC(=O)C1CCN(S(=O)(=O)c2c(C)noc2C)CC1,0.4,5,5,-1,1,-0.2,3,2,4
CCOC(=O)/C(=C/c1ccc(F)cc1)NC(C)=O,0.0,2,-1,-5,10,-1.3,7,2,0

# Looked up by structure from the list above, 2 records:
SMILES,Efflux pump mplx,Bcl-xL primary,MCL1-BIM inh,PME-1 inh,VLA-4 inh,MEX-5 binding,GLD-1 TGE inh,Fam108B inh,GRK2 inh
CCOC(=O)/C(=C/c1ccc(F)cc1)NC(C)=O,0.0,2,-1,-5,10,-1.3,7,2,0
COC(=O)C1=C(C)N(CCCCCC(=O)O)C(=O)NC1c1ccccc1 (stereo unspecified),0.0,3,5,-1,16,0.1,5,2,0

# Bioassay records: PubChem BioAssay, several laboratories
